HCV inhibitor = inhibitors of hepatitis C virus infection | 3.4% of 340,000 active | AID 651820 | Potency, µM (titrated, usually from 41.8 µM), without a hit: at the highest dose activity change, negative = inhibition, usual class: inhibitors | Huh7.5.1 HCVcc-Cre infection, luciferase reporter, 44 h; note: potency is the fitted concentration of half-maximal effect
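Luciferase read-out (15 sec integration) after a 15 min room-temperature substrate step quantifies HCVcc-Cre infection. Cells, 1,000 per well, had compound added 4 h post-plating, then virus at ~0.5 moi, and were cultured 44 h.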
Giardia FBPA inh = blocks Giardia fructose-bisphosphate aldolase activity. A8B2U2. purified Giardia FBPA. Potency, µM (series often up to 59.6 µM), inactives show at the highest dose activity, negative = inhibition, most hits filed as inhibitors. 0.71% of 290,000 active; note: potency is the fitted concentration of half-maximal effect; nearly all actives have a fitted effect of over 55% in size
Target sequence (A8B2U2 whole entry, looked up): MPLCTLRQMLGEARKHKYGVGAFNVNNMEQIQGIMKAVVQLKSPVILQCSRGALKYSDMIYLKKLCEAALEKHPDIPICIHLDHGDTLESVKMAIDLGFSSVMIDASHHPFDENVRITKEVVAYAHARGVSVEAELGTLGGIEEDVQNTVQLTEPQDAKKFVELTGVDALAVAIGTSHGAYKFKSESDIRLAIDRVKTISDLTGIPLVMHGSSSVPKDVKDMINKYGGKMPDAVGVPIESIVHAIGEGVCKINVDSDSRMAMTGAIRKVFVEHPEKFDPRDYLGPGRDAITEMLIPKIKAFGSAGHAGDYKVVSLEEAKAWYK
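Giardia FBPA (40 nM reagent) was preincubated 10 min at RT with compound (up to 57.5 uM final), then substrate plus GAPDH/TPI/NAD/arsenate coupling system with diaphorase/resazurin was added; resorufin fluorescence (525/598 nm) was read after 20 min.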
HCMV antiviral = blocks human cytomegalovirus replication; HFF cells, HCMV-luciferase reporter, 72 h; active compounds read low; activity change, negative = inhibition, % at 57.5 µM; 4.5% of 410,000 active; AID 1259415; in the data active = activity change below about -60%; inconclusive = no clear call, values can overlap the other calls; inactive = above about -39%
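HFF cells seeded 16 h at 37C, treated with compounds, infected with luciferase-reporter HCMV at MOI 1 PFU/cell; luciferase read at 72 h post infection, normalized to buffer-only and Salinomycin controls.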
AmpC inh no detg = inhibitors of E. coli AmpC beta-lactamase without detergent; AmpC nitrocefin hydrolysis, absorbance 480 nm, 0.0001% Triton; Potency, µM (series often up to 57.1 µM), inactives show at the highest dose activity change, negative = inhibition, actives largely listed as inhibitors; P00811; 0.52% of 330,000 active; AID 485341;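 note: potency is the fitted concentration of half-maximal effect; plate controls were no compound for no effect and no enzyme for full effect; nearly all actives have a fitted effect of over 20% in size; some results filed as inactive show a strong effect at the top dose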
Target sequence (P00811 whole entry, looked up): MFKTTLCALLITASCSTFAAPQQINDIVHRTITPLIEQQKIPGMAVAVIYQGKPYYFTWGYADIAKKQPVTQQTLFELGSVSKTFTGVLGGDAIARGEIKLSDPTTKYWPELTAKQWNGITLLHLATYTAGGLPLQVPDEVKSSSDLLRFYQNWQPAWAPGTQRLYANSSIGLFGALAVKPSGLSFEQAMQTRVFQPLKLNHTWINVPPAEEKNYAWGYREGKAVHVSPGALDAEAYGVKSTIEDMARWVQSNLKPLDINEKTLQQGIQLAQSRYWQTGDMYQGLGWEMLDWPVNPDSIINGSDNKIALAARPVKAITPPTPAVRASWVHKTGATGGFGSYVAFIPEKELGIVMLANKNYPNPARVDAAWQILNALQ
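AmpC (5.3 nM in the dispensed reagent) in 20 mM phosphate pH 7.0 with 0.01% (detergent screen) or 0.0001% Triton X-100 was preincubated with compounds for 15 min at room temperature. Nitrocefin was then added from an 800 uM solution, and hydrolysis was followed at 480 nm.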
AmpC inh detg = AmpC beta-lactamase inhibition with detergent present. AID 485294. Potency, µM (series often up to 114 µM), for inactives: at the top dose activity change, negative = inhibition, most hits filed as inhibitors. AmpC hydrolysis of nitrocefin, absorbance 480 nm, 0.01% Triton. P00811. 0.041% of 370,000 active;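 note: potency is the fitted concentration of half-maximal effect; 0% = no-compound wells and -100% = no-enzyme wells; nearly all actives have a fitted effect of over 25% in size; some results filed as inactive show a strong effect at the top dose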
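20 mM phosphate pH 7.0 + 0.01% (detergent screen) or 0.0001% Triton X-100; 5.3 nM AmpC reagent; cpd preinc 15 min RT; nitrocefin (800 uM stock) to start; A480 q20 s × 4 min; Activity was normalised to no-enzyme and no-compound control wells.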
Sm TGR inh = inhibitors of Schistosoma mansoni thioredoxin glutathione reductase; Q962Y6; purified TGR, DTNB reduction, TNB absorbance 405 nm; Potency, µM (top dose mostly 114 µM), without a hit: at the highest dose activity change, negative = inhibition, actives largely listed as inhibitors; 3% of 360,000 active; note: potency is the fitted concentration of half-maximal effect; nearly all actives have a fitted effect of over 60% in size
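TGR 20 nM + NADPH 100 uM (dispensed conc.), cpd preinc 15 min RT; start with NADPH (500 uM addition) then DTNB (15 mM addition). Kinetic TNB absorbance, 405 nm filter. Four-parameter Hill fit across titration.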
Starred values were filed as active, the others as inactive; ? = inconclusive; · = not tested or not shown; & = joins results of further samples; [ ] = dose if it differs, or a comment. Unless noted, calls come from the whole dose curve; as a rule, active = well fitted curve in the direction sought with a large enough effect; inconclusive = small, poorly fitted or top-dose-only effect, or another doubt; inactive = no such curve, though single readings can be large; an effect the other way counts as inactive or inconclusive. Unless noted, % is set by controls: 0 for no effect and ±100 for the full control effect.

canonical_smiles	HCV inhibitor	Giardia FBPA inh	HCMV antiviral	AmpC inh no detg	AmpC inh detg	Sm TGR inh
CCOC(=O)C1=NOC(CNC(=O)c2c(-c3ccccc3Cl)noc2C)C1 (stereo unspecified)	3%	-1%	23	?	-5%	1%
COc1ccc(-c2nnc(SCC(=O)NCC3CCCO3)n2C)cc1 (stereo unspecified)	19%	4%	-32	-13%	4%	11%
Cc1ccc2nc(-c3ccncc3)c(Nc3ccc(C(C)C)cc3)n2c1	·	·	2	·	11%	8%
Cc1ccc(/C=C/S(=O)(=O)NCCC(=O)NCc2ccccc2F)cc1	-1%	·	?	-26%	·	·
CCCCN1C(=O)C(=O)N(CC(=O)c2cc(C)n(C3CC3)c2C)C1=O	-4%	·	14	-18%	-3%	-7%
O=C(COc1ccc(Cl)cc1)NCc1nnc(SCC(=O)Nc2ccc(F)cc2F)o1	15%	0%	-28	10%	7%	18%
COc1ccccc1NC(=O)Oc1ccc(NC(=O)c2ccco2)cc1	-3%	-4%	-37	-18%	?	?
COc1cccc(N2CCN(c3ccc4nnc(CCC(=O)Nc5ncccc5C)n4n3)CC2)c1	9%	-1%	-23	96%[activator]	4%	-10%
Cc1ccc(C(=O)N/C(=C/c2ccco2)C(=O)OCN2C(=O)c3ccccc3C2=O)cc1	19%	-3%	3	-38%	-11%	-18%
Cc1cc(C)n2nc(C(=O)N(C)c3c(N)n(Cc4ccccc4)c(=O)[nH]c3=O)nc2n1	?	·	-20	-10%	?	-3%
O=C(CSCc1ccccc1)N1CCN(Cc2ccc3c(c2)OCO3)CC1	11%&1%	0%	-11	69%[activator]	-9%	-11%
O=C(CN1CCN(c2ccccc2)CC1)Nc1ccccc1Sc1ccccc1	?	1%	-29	11%	-3%	-7%
CCOc1ccc(CNC(=O)C2CCN(C(=O)N3CC(CC)Oc4ccc(C)cc43)CC2)cc1OC (stereo unspecified)	·	·	-22	·	21%	-2%
COc1cc2c(cc1OC)C(c1ccccc1)N(C(=O)c1ccccc1)CC2 (stereo unspecified)	?	5%	-60*	79%[activator]	-2%	6%
COc1ccc(CNC(=O)c2cc3sccc3n2Cc2ccc(C)cc2)cc1	·	·	55	·	0%	-2%
Cn1c(COc2ccccc2)nnc1SCC(=O)Nc1ccc(S(N)(=O)=O)cc1	8%	5%	30	-7%	1%	6%
NS(=O)(=O)c1ccc(N2C(=O)C(=O)/C(=C(/O)c3ccccc3)C2c2ccc(Cl)cc2)cc1 (stereo unspecified)	8%	11%	?	-46%	-2%	1%
O=C(CS(=O)(=O)Cc1ccccc1)Nc1ccc(S(=O)(=O)N2CCCCCC2)cc1	0%	2%	-34	-36%	-3%	2%
CCCNC(=O)N[C@@H](CCSC)C(=O)OC	6%	3%	42	-8%	1%	-1%
O=C1NC(=O)N(Cc2ccco2)C(=O)/C1=C/C=C/c1ccco1	-1%	1%	?	13µM*	-10%	2µM*
COCCN(Cc1ccccc1)C(=O)c1ccc(C(=O)c2ccccc2)cc1	8%	·	-38	46%	4%	-12%
CN(C)Cc1c(O)ccc2c1O/C(=C\C=C\c1ccccc1)C2=O	-11%	-8%	-65*	56%	1%	11µM*
Cc1c(C(=O)OC/C(O)=C(\C#N)c2nc3ccccc3[nH]2)oc2ccc(Br)cc12	21%	-9%	0	-17%	-8%	-21%
COc1ccc(C)cc1NC(=O)NCc1cccn1Cc1ccccc1	·	·	-16	·	23%	3%
Cc1cc(C)c(C#N)c(SCc2[nH]nc3c2C(c2ccc(F)cc2)C(C#N)=C(N)O3)n1 (stereo unspecified)	-6%	-5%	-22	-56%	?	-34%

The last three compounds of the section before are carried over, then new ones follow:
canonical_smiles	HCV inhibitor	Giardia FBPA inh	HCMV antiviral	AmpC inh no detg	AmpC inh detg	Sm TGR inh
Cc1c(C(=O)OC/C(O)=C(\C#N)c2nc3ccccc3[nH]2)oc2ccc(Br)cc12	21%	-9%	0	-17%	-8%	-21%
COc1ccc(C)cc1NC(=O)NCc1cccn1Cc1ccccc1	·	·	-16	·	23%	3%
Cc1cc(C)c(C#N)c(SCc2[nH]nc3c2C(c2ccc(F)cc2)C(C#N)=C(N)O3)n1 (stereo unspecified)	-6%	-5%	-22	-56%	?	-34%
CCC(=NCCc1c(C)[nH]c2ccccc12)C1=C(O)CC(c2ccccc2)CC1=O (stereo unspecified)	?	-2%	-26	-14%	0%	-1%
Cc1c2c(nc3ccccc13)CC(C)(C)CC2=O	-16%	0%	-14	-5%	0%	-10%
CC(C)Cc1ccc(C(C)NC(=O)Cc2ccc(S(=O)(=O)N3CCOCC3)s2)cc1 (stereo unspecified)	?	·	-29	?	?	1%
CCN(CC)C(=O)C1c2ccccc2Oc2ccccc21	?	8%	-29	3%	4%	-13%
Cc1ccc(CSCC(=O)NCc2cccnc2)cc1	3%	2%	-31	-20%	-12%	-3%
Cc1ccc(C)c(-c2cc(C(=O)Nc3nccs3)c3ccccc3n2)c1	?	·	-71*	-22%	?	-17%
COc1ccc(S(=O)(=O)N2CCC(C(=O)N3CCCCC3)CC2)cc1Cl	2%	4%	?	93%[activator]	0%	1%
COc1ccc2nc(SCC(=O)O)nc(C)c2c1	7%	1%	28	-24%	15%	6%
COc1ccccc1CNC(=O)c1ccc(NC(=O)CC2SC(N3CCCC3)=NC2=O)cc1 (stereo unspecified)	4%	·	-6	-13%	·	·
O=C(Nc1cscc1S(=O)(=O)c1ccc(Cl)cc1)c1ccccc1Cl	-3%	-16%	1	-38%	-7%	-6%
O=C(C/C=N\OCc1ccc([N+](=O)[O-])cc1)Nc1ccc(Br)cc1	-18%	0%	-66*	?	1%	5%
Cc1nc2ccc(NC(=O)N(C(C)C)C(C)C)cc2s1	0%	-11%	32	-17%	-5%	0%
CCOC(=O)[C@@H]1[C@H]2COc3ccc(Br)cc3[C@H]2N2C(=O)N(c3ccc(Cl)cc3)C(=O)[C@]12C	-9%	·	34	-11%	·	·
C=CCn1c(C)cc(C(=O)COC(=O)C2CC(=O)N(CCc3ccc(OC)c(OC)c3)C2)c1C (stereo unspecified)	11%	·	-18	137%[activator]	0%	-9%
CN1C(=O)C(=O)N(CC(=O)Nc2ccccc2OC(F)F)C1=O	-3%	·	23	-34%	-3%	2%
CCCCC(=O)OCc1c(-c2ccccc2)ncc2ccccc12	-20%	·	-6	-6%	2%	-7%
CCCCCCCCCS(=O)(=O)N/N=C/c1cccc([N+](=O)[O-])c1	2%	11%	-13	-46%	-9%	1%
CC(NS(=O)(=O)c1ccc(OCC(=O)Nc2cccc([N+](=O)[O-])c2)cc1)c1ccccc1 (stereo unspecified)	?	0%	-5	-23%	?	-1%
COC(=O)[C@@H](NC(=O)O[C@@H]1C(=O)c2cc(Br)ccc2O[C@H]1c1cccc(OC)c1)C(C)C	6%[8.37 µM]	2%&0%	·	-22%	?	-9%
CCC(=NC(C)c1ccccc1)c1c(O)[nH]c(=O)[nH]c1=O (stereo unspecified)	?	-6%	29	-17%	-4%	1%
CCOC(=O)c1sc(Nc2cccc(C)c2C)nc1C	·	5%	·	0%	-14%	1%
O=c1c2ccccc2nc(-c2ccccc2)n1CCCn1ccnc1	3%	1%	41	-20%	-4%	4%
CCCc1c(C(=O)N/N=C/c2ccc(OC)c(OCc3ccccc3)c2)nnn1-c1nonc1N	?	3%	-36	-5%	2%	6%
O=C(OCc1nnc(-c2ccccc2Br)o1)c1ccco1	-6%	·	38	-49%	·	·
O=C(NCCC(=O)N1CCc2ccccc21)c1ccccc1Cl	-12%	1%	25	-17%	-9%	1%

Next section.
SMILES	HCV inhibitor	Giardia FBPA inh	HCMV antiviral	AmpC inh no detg	AmpC inh detg	Sm TGR inh
CCOc1ccccc1N1CCN(CC(=O)Nc2ncc(C)s2)CC1	-11%	?	21	4%	-13%	-15%
CC1=CSC2=NC(=O)/C(=C/c3cccc(OC(=O)c4ccco4)c3)C(=N)N12	1%	-9%	46	-39%	-9%	-22%
CC(=O)c1c(C)oc2ccc(N(C(=O)c3ccncc3)S(=O)(=O)c3ccc(C)cc3C)cc12	·	·	-34	·	2%	14%
CCOC(=O)C1C(=O)CC(C)(O)C(C(=O)OCC)C1c1ccc(OCC)cc1 (stereo unspecified)	2%	2%	64	3%	6%	2%
NC(=O)c1nnn(-c2nonc2N)c1-c1ccc([N+](=O)[O-])cc1	12%	0%	44	-27%	4%	-2%
CCC1=C(OC(=O)N(CC)CC)N2C(=O)OC(=NCCc3c[nH]c4ccccc34)[C@]2(C)[C@H]2C1=CC[C@H]1C(=O)NC(=O)[C@H]12	15%	-7%&-5%	-33	13%	-7%	14%
CCN1CCN(c2ccc(NC(=O)c3ccc4c(c3)OCO4)cc2)CC1	16%	-11%	99	-25%	-4%	-3%

Of the compounds above, these have a thiophene ring, fused or not:
SMILES	HCV inhibitor	Giardia FBPA inh	HCMV antiviral	AmpC inh no detg	AmpC inh detg	Sm TGR inh
COc1ccc(CNC(=O)c2cc3sccc3n2Cc2ccc(C)cc2)cc1	·	·	55	·	0%	-2%
CC(C)Cc1ccc(C(C)NC(=O)Cc2ccc(S(=O)(=O)N3CCOCC3)s2)cc1 (stereo unspecified)	?	·	-29	?	?	1%
O=C(Nc1cscc1S(=O)(=O)c1ccc(Cl)cc1)c1ccccc1Cl	-3%	-16%	1	-38%	-7%	-6%

Screening data deposited in PubChem by National Center for Advancing Translational Sciences (NCATS).
